NRP1-CendR mod = modulators of CendR peptide binding to NRP-1, primary screen, biochemical, fluorescence polarization, uHTS; Neuropilin-1 (Homo sapiens), O14786; FAM-RPARPAR peptide binding to NRP-1; inhibition, % at 25 µM; hit rate 0.85% among 360,000;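 active means inhibition or corrected inhibition above about 18%, plus a signal ratio from 0.5 to 1.5, limit read from the data, passing the limit was not always enough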; further: strong numbers were not always called active
DNMT1 block = human DNMT1 methyltransferase inhibitors, primary screen, biochemical, molecular beacon, fluorescence, HinP1I cleavage, uHTS; DNA (cytosine-5)-methyltransferase 1 (Homo sapiens), P26358; inhibition (reported as % activation of signal), % at 10 µM; hit rate 0.83% among 360,000; AID 588458, 2011; in the data active means inhibition above about 50%
NadD inh = inhibitors of S. aureus NadD, primary screen, biochemical, colorimetric, uHTS; hit rate 0.78% among 360,000; inhibition, % at 20 µM; purified NadD enzyme, colorimetric absorbance read-out; Nicotinate-nucleotide adenylyltransferase NadD (Staphylococcus aureus N315); in the data active means inhibition above about 26%; further: some compounds past the cut are filed as inactive
SUMO1 PPI mod = modulators of SUMO1 protein-protein interactions, primary screen, biochemical, uHTS; SUMO1 binding to a labelled peptide, TR-FRET, 1 h; inhibition, % at 20 µM; hit rate 0.33% among 360,000; in the data active means inhibition above about 37%
Target sequence (P63165 whole entry, looked up): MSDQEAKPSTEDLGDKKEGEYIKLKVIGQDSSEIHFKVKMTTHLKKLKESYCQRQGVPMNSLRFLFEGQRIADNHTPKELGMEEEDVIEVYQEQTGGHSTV
LMPTP inh = LMPTP phosphatase inhibitors, primary screen, biochemical, fluorescence intensity, uHTS; recombinant LMPTP-A, OMFP fluorogenic substrate; hit rate 0.22% among 360,000; Low molecular weight phosphotyrosine protein phosphatase (Homo sapiens), P24666; inhibition, % at 20 µM; AID 651560, 2012;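 active means compounds that cut the enzyme signal by at least half of the control window in the single-dose screen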;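 further: plate controls were DMSO wells with enzyme plus substrate for no effect and substrate without enzyme for full effect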
Target sequence (P24666 whole entry, looked up): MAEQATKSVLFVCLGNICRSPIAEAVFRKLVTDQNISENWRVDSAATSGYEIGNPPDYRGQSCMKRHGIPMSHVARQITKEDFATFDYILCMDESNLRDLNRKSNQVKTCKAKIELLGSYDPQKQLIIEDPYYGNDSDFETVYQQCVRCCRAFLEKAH
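test system = LMPTP-A | amount = 0.625 nM LMPTP-A final | reagent = fluorogenic phosphatase substrate OMFP at 400 µM final | incubation = 50 min at room temperature | benchmarks = no-enzyme low control, uninhibited high control | medium = Bis-Tris pH 6.0, DTT, detergent | signal = fluorescence intensity of OMFP turnover product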
TbMetRS inhib = T. brucei MetRS inhibitors, primary screen, biochemical, luminescence | methionyl-tRNA synthetase (Trypanosoma brucei brucei) | purified T. brucei MetRS, ATP depletion, Kinase-Glo luminescence | inhibition, % at 11.9 µM | hit rate 0.4% among 360,000 | AID 624268, 2012;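 active means inhibition above a per-plate cutoff of the control wells' mean inhibition plus 3 SD, cut at about 5.5% in these data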;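 further: 0% = DMSO wells median and 100% = median of wells with control inhibitor compound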
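Test system – parasite MetRS enzyme · Reagent – substrates ATP, L-methionine and bulk Escherichia coli tRNA · Doses – 11.9 µM compound single dose, 0.9% DMSO · Times – 15 min enzyme-compound preincubation, 2 h reaction, 10 min detection, 25 °C · Signal – Kinase-Glo luminescence, ATP depletion format · Controls – DMSO-only wells as low control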
SKN-1 block = suppressors of acrylamide-induced Pgst-4::GFP reporter in worms, primary screen, SKN-1 inhibitor project, whole organism, uHTS, GFP/RFP fluorescence ratio, strain VP596 | AID 624304, 2012 | hit rate 0.49% among 360,000 | inhibition, % at 21.8 µM | C. elegans VP596 Pgst-4::GFP/RFP ratio, 24 h;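 active means interference check ratio from 0.5 to 1.5 plus GFP to RFP signal ratio inhibition reaching or exceeding a fixed threshold, cut at about 30% in these data, passing the limit was not always enough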; further: some compounds called inactive have numbers as strong as hits
Neddyl block = inhibitors of cullin neddylation, primary screen, biochemical, TR-FRET, uHTS, NAE and Ubc12 | calls only at 25 µM | hit rate 0.58% among 360,000 | AID 651699, 2012; in the data active means inhibition above about 36%
Scp-1 inhibitor = Scp-1 phosphatase inhibitors, primary screen, biochemical, colorimetric, uHTS. Carboxy-terminal domain RNA polymerase II polypeptide A small phosphatase 1 (Homo …. Recombinant Scp1, phosphopeptide, malachite green phosphate absorbance. inhibition, % at 20 µM. hit rate 0.88% among 340,000. AID 493091, 2011;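 active means inhibition above about 50% at 20 µM, limit read from the data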;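 further: plate controls were DMSO wells with enzyme for no effect and wells lacking enzyme for full effect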
Target sequence (Q9GZU7 76-261 limits assumed): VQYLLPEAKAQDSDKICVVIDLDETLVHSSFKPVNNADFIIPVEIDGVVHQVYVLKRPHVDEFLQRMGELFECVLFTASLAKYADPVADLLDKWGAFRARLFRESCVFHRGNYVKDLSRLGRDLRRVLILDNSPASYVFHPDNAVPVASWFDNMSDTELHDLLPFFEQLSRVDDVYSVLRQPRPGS
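Test system: SCP-1 phosphatase catalytic domain, residues 76-261 | Compound dosing: One concentration, 20 µM, with 1.0% DMSO | Schedule: 45 min room-temperature reaction, 5 min colour, 30 min stabiliser | Detection: Absorbance at 630 nm | Read-out basis: % inhibition of SCP-1 phosphate liberation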
STEP inh = STEP phosphatase inhibitors, primary screen, biochemical, fluorescence intensity, uHTS; recombinant STEP, OMFP fluorogenic substrate; hit rate 0.25% among 360,000; AID 588621, 2011; Tyrosine-protein phosphatase non-receptor type 5 (Homo sapiens), P54829; inhibition, % at 20 µM;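 active means inhibition at 20 µM, scaled per plate between control wells, above about 37%, limit read from the data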;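 further: 0% = DMSO with enzyme and substrate and 100% = substrate only without enzyme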
Target sequence (P54829 whole entry, looked up): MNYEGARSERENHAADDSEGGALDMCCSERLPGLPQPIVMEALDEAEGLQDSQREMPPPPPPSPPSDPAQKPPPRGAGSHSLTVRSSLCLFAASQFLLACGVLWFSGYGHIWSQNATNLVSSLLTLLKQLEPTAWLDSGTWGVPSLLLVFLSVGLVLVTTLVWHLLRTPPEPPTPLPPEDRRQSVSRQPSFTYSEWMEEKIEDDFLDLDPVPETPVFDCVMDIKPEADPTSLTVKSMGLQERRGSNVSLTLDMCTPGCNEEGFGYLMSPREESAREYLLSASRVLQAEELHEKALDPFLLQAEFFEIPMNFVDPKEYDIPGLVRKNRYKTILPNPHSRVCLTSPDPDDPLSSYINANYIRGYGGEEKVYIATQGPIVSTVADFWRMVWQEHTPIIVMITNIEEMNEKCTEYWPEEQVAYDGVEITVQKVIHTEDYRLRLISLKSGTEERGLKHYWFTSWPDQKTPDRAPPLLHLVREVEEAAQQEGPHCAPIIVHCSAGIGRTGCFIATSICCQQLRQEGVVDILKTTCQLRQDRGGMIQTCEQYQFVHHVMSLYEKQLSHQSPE
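Also added – OMFP at 25 µM · Test system – STEP tyrosine phosphatase · Technique – FITC-channel fluorescence of OMFP product · Schedule – 20 min at room temperature, dark · Evaluation – control-normalized % inhibition with plate pattern correction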
* hit, by the source's call; i = inactive; . = not tested or not shown; + = active, no number.

SMILES	NRP1-CendR mod	DNMT1 block	NadD inh	SUMO1 PPI mod	LMPTP inh	TbMetRS inhib	SKN-1 block	Neddyl block	Scp-1 inhibitor	STEP inh
CN1CCN(C(=O)c2ccc(N(Cc3ccc(Cl)cc3)S(C)(=O)=O)cc2)CC1	5.4	0.2	-2.3	-1.2	-2.1	0.0	6.5	i	-3.7	-2.2
COc1ccc(-c2nn(-c3ccccc3)cc2/C=C\C(=O)N2CCOCC2)cc1[N+](=O)[O-]	4.3	-9.7	-6.4	-7.7	-0.3	-0.6	-5.3	i	-9.6	2.9
COc1ccccc1CN(C(=O)CNC(=O)c1ccco1)C(C(=O)NCC1CCCO1)c1ccccc1 (stereo unspecified)	2.9	0.3	4.4	-2.0	-0.9	-0.4	-3.2	i	-5.5	-1.0
COc1ccc(CNc2ccc(S(N)(=O)=O)cc2)c(OC)c1OC	-5.7	-1.1	-6.2	-1.9	0.6	-0.9	13.0	i	0.8	7.7
CC(C)NS(=O)(=O)c1ccc(CCC(=O)O)cc1	5.8	2.4	-5.8	-3.2	-1.1	-0.1	13.0	i	-2.3	0.4
CCCn1c(N)c(C(=O)CSc2nc3ccccc3n2CCC#N)c(=O)n(C)c1=O	-25.9	-3.0	4.1	32.0	-0.5	-0.6	13.6	i	-4.2	-1.5
Cc1ccccc1C(=O)N/N=C/c1ccccn1	-1.3	1.5	-1.3	-4.5	-1.2	-0.5	-3.8	i	-13.8	0.0
O=C(CN1CCOCC1)NNc1nc(-c2ccccc2)c2cc(Br)ccc2n1	-16.0	3.3	7.0	-8.5	0.3	-1.5	-9.6	i	2.6	-1.0
O=C(N/N=C/c1ccco1)c1ccccc1OCc1ccc(Br)cc1	4.1	7.7	10.1	-5.3	1.3	-0.2	-13.2	i	5.0	0.4
COc1ccc2[nH]c3c(c2c1)CCN1C(=O)C(CC(=O)NCc2cccc(C(F)(F)F)c2)C[C@H](C(=O)N2CCCCC2)[C@@]31CCc1ccccc1 (stereo partly specified)	-5.6	-14.4	17.7	0.9	4.2	-1.9	-5.1	i	0.8	1.0
CCOC(=O)C1CCN(c2c(NCCN3CCCCC3C)c(=O)c2=O)CC1 (stereo unspecified)	-4.1	0.3	0.6	13.0	-1.6	-0.2	-15.3	i	-16.1	-3.0
Cc1ccccc1C(=O)O/N=C(\N)c1ccc([N+](=O)[O-])cc1	1.1	3.9	-1.4	-27.6	0.6	-0.3	8.4	i	-8.6	-2.4
O=S(=O)(Nc1ccccn1)c1ccc(Cl)c2ccccc12	12.5	-1.5	-6.7	-6.7	-0.1	-0.8	-4.5	i	1.2	-1.0
O=c1c2c3c(sc2nc2n1CCC2)CCC3	12.1	-0.3	4.2	-0.5	-2.3	0.1	16.6	i	-0.6	1.8
O=C(O)CCCNS(=O)(=O)c1ccccc1	1.8	1.8	0.0	0.7	-0.4	-0.7	2.4	i	0.7	0.6
CC(C)C(NC(=O)C(NC(=O)C1O[C@@H]2OC(C)(C)O[C@@H]2[C@H]2OC(C)(C)O[C@@H]12)C(C)C)C(=O)O (stereo partly specified)	3.2	3.3	1.9	-1.2	-1.6	-1.3	12.2	i	8.1	-1.6
COc1ccc(CNC(=O)CN2CCN(c3ccccc3O)CC2)cc1OC	3.4	0.2	-5.8	2.7	-1.2	-0.7	1.3	i	-13.1	-1.3
CN(C)c1nc(N/N=C/c2ccccc2O)nc(Nc2ccc(F)cc2)n1	-0.1	-14.8	10.3	3.6	2.9	0.3	6.0	i	-9.3	1.1
COc1cc2c3c(c1)/C(=C1/SC(=S)NC1=O)C(=O)N3C(C)(C)C=C2C	-3.7	-9.9	5.8	8.5	0.2	-0.3	3.3	i	-5.7	0.3
CC(=O)OCCc1c2ccccc2c(CCCN(C)C)c2ccccc12	24.1	51.5*	-3.6	-46.0	2.9	0.0	5.8	+	-9.8	0.5

2 entries from above, comma-delimited:
SMILES,NRP1-CendR mod,DNMT1 block,NadD inh,SUMO1 PPI mod,LMPTP inh,TbMetRS inhib,SKN-1 block,Neddyl block,Scp-1 inhibitor,STEP inh
O=S(=O)(Nc1ccccn1)c1ccc(Cl)c2ccccc12,12.5,-1.5,-6.7,-6.7,-0.1,-0.8,-4.5,i,1.2,-1.0
O=C(O)CCCNS(=O)(=O)c1ccccc1,1.8,1.8,0.0,0.7,-0.4,-0.7,2.4,i,0.7,0.6

More structures
SMILES	NRP1-CendR mod	DNMT1 block	NadD inh	SUMO1 PPI mod	LMPTP inh	TbMetRS inhib	SKN-1 block	Neddyl block	Scp-1 inhibitor	STEP inh
CCOC(=O)N1CCN(Cc2nc3cc(NC(=O)CC)ccc3n2CC)CC1	-5.0	-0.3	-0.6	3.0	-1.3	-0.2	-10.9	i	-4.2	3.8
Cc1csc(N(C(=O)c2ccccc2F)c2ccccc2)n1	5.5	-1.6	-6.6	-4.0	0.9	-0.5	-2.8	i	-3.4	1.4
O=C(COC(=O)CSc1ccc2ccccc2c1)NCc1ccc2c(c1)OCO2	-7.3	-6.3	-9.3	-4.8	1.9	-0.4	-9.0	i	-15.5	-2.3
Cc1cc(=O)[nH]c(SCCOc2ccc(OC(C)C)cc2)n1	19.0	-0.6	0.1	0.3	0.2	-0.4	-31.2	i	-5.0	2.0
O=C(CN1C(=O)c2cccnc2Oc2ccc(Cl)cc21)Nc1ccccc1F	-32.5	-6.2	-2.4	4.0	1.2	0.1	-5.9	i	-8.0	-0.8
COc1ccc(N=C(c2ccccc2)c2c(C)[nH]n(-c3ccccc3)c2=O)c(OC)c1	-9.6	-0.9	-10.3	-0.1	6.1	-0.6	11.7	i	-8.4	2.2
COc1ccc(NC(=O)C(CCSC)NC(N)=O)cc1NS(=O)(=O)c1ccc(F)cc1 (stereo unspecified)	1.2	1.0	-1.0	-1.7	-0.4	0.2	-4.4	i	-10.5	1.7
CCCn1c(N)c(C(=O)CSc2nc3ccccc3s2)c(=O)[nH]c1=O	-1.5	-4.9	-8.2	5.4	-0.2	0.0	4.7	i	-6.9	-2.6
CC(C)C[C@H](N)c1cn([C@@H](Cc2ccc(O)cc2)C(=O)N2CCNCC2)nn1	0.1	-0.4	-0.9	2.8	-3.0	0.1	7.3	i	2.9	1.4
CC(C)C1C(=O)N(Cc2cn(CC3CCCCC3)nn2)CCS(=O)(=O)N1Cc1ccc(-c2ccc(F)nc2)cc1 (stereo unspecified)	15.5	-10.1	-2.0	5.1	2.0	0.0	17.6	i	.	1.5
CC(C)(C)OC(=O)NCCCCCNC(=O)c1[nH]cnc1C(=O)NC1CCN(C(=O)OC(C)(C)C)CC1	18.6	75.7*	12.4	-3.5	2.5	-0.4	1.3	i	-0.2	-1.0
O=C(Nc1ccc(Br)cc1F)C1CC(=O)N(C2CCCCC2)C1 (stereo unspecified)	-0.4	-0.1	-2.7	2.2	0.1	0.2	7.7	i	-9.2	-0.3
Cc1noc(C)c1COc1ccccc1C(=O)N1CCN(c2cccc(C(F)(F)F)c2)CC1	-0.6	-3.3	2.0	9.4	0.8	-0.1	-6.4	i	24.3	-2.2
CC(=O)N1CCCC(C)(C(=O)Nc2ccc3nc(C)ccc3c2)C1 (stereo unspecified)	-2.7	-0.4	-2.2	-2.1	-0.8	0.0	-8.4	i	.	0.5
CSc1nnc(C)c(=O)n1COC(=O)c1ccc(S(=O)(=O)N2CCOCC2)cc1	4.3	18.5	1.7	0.0	-1.6	-0.8	-1.1	i	2.7	2.0
Cc1ccccc1CS(=O)(=O)c1snnc1C	-0.3	2.7	-0.5	-0.7	-1.4	-1.0	19.4	i	-5.2	-1.1
C#CCOCCOCCOCCNc1nc(N2CCN(C(=O)[C@H](CCCN=C(N)N)n3cc(C(N)[C@@H](C)CC)nn3)CC2)nc(N2CCN(C(=O)[C@H](CCC(=O)O)n3cc([C@@H](N)CCCCN)nn3)CC2)n1 (stereo partly specified)	12.1	10.8	-6.8	-73.7	-10.8	-0.1	6.1	i	-4.4	-0.9
Cc1c(NC(=O)c2nn3c(C(F)(F)F)cc(-c4ccccc4)nc3c2Cl)c(=O)n(-c2ccccc2)n1C	5.6	0.9	11.6	-15.4	-0.8	-0.6	-12.7	i	1.7	-2.2
CC(C)Cc1cc(C(=O)Nc2ccccc2)c2ccccc2n1	9.7	-2.5	-2.4	-0.9	0.7	-0.4	7.4	i	-5.2	-0.3
CCOC(=O)N1CCN(C(=O)C2CCCN(S(=O)(=O)c3ccccc3)C2)CC1 (stereo unspecified)	-6.3	0.4	-3.8	-3.2	-0.4	-0.5	8.1	i	-5.3	-0.6
CC1(C(=O)Nc2cccc(C(F)(F)F)c2)Cc2c(-c3ccc4c(c3)OCO4)ccnc2O1 (stereo unspecified)	9.4	-5.1	5.8	7.0	3.8	-0.2	2.6	i	.	-3.1
N#CCNC(=O)C1c2ccccc2Oc2ccccc21	8.6	0.3	0.3	0.7	0.2	-1.1	12.5	i	-6.0	0.6
CC(=O)Nc1ccc(S(=O)(=O)n2nc(-c3ccc(C)cc3)nc2N)cc1	5.1	-8.6	8.8	3.8	0.2	-0.4	-18.6	i	-4.8	0.1
COC(=O)C[C@H]1CC[C@H](NC(=O)Cc2ccccc2)[C@@H](CO)O1	2.3	.	.	3.1	-1.2	-0.4	-3.9	i	.	.
CC(Oc1cc2oc(=O)c3c(c2cc1Cl)CCC3)C(=O)N1C[C@H]2C[C@@H](C1)c1cccc(=O)n1C2 (stereo partly specified)	3.5	1.4	5.7	1.3	-1.0	-1.1	0.3	.	1.4	-3.1
CCOc1ccc(OCCC(=O)OC(C)C(=O)Nc2ccc(C(C)=O)cc2)cc1 (stereo unspecified)	4.9	9.2	-3.9	2.8	3.7	0.1	1.4	i	3.8	3.9

Entries above that have a cyano group:
SMILES	NRP1-CendR mod	DNMT1 block	NadD inh	SUMO1 PPI mod	LMPTP inh	TbMetRS inhib	SKN-1 block	Neddyl block	Scp-1 inhibitor	STEP inh
CCCn1c(N)c(C(=O)CSc2nc3ccccc3n2CCC#N)c(=O)n(C)c1=O	-25.9	-3.0	4.1	32.0	-0.5	-0.6	13.6	i	-4.2	-1.5
N#CCNC(=O)C1c2ccccc2Oc2ccccc21	8.6	0.3	0.3	0.7	0.2	-1.1	12.5	i	-6.0	0.6

Screening results: PubChem, several laboratories

Hits appear at their usual frequency. Share with any hit: about 4.6%.
